# Screens as filed in PubChem BioAssay.
# Peg3 prom inh – Peg3 promoter activity inhibition; inhibition, % at 20 µM; 1.7% of 360,000 active; HeLa PEG-Prom luciferase reporter, luminescence, overnight;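 active = inhibition of at least 50% at 20 µM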
# NR2E3 ag-1 – NR2E3 (human) agonism. Q9Y5X4. GST-NR2E3/biotin-RetCOR TR-FRET, 1536-well. inhibition of corepressor binding, % at 4.78 µM. 0.12% of 320,000 active. AID 2300;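 active = percent inhibition above the cutoff of mean plus 3 SD of all tested compounds, set per screening campaign, cut at about 20% in these data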;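 also: 0% = DMSO wells and 100% = biotin wells as full block of FRET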
# Target sequence (Q9Y5X4 whole entry, looked up): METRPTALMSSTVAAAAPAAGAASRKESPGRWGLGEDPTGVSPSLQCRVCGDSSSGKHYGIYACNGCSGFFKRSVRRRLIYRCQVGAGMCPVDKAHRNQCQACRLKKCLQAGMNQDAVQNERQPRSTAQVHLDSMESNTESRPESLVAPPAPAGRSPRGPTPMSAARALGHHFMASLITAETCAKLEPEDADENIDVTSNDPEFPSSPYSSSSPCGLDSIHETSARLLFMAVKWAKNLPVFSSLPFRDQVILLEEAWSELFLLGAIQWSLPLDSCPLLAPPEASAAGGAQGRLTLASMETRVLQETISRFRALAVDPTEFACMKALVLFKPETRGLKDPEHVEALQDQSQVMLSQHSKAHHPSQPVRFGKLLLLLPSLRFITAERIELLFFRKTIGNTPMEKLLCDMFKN
#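 Material – GST-tagged NR2E3 plus biotinylated RetCOR corepressor · Quantity – NR2E3 fusion 1.35 nM · Times – 5 h incubation at 4 °C · Medium – pH 7.5 Tris-based buffer · Technique – TR-FRET, Eu(K)-anti-GST donor, streptavidin-D2 acceptor, ex 340, em 617/671 nm · Benchmarks – high control biotin, low control 0.6% DMSO · Format – 1536-well plates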
# aDG glyco up – increases alpha dystroglycan glycosylation | Pro5-aDG cells, alpha-DG glycosylation AlphaScreen (IIH6); 0% Pro5, 100% B10-LARGE cell signal | activation, % at 10 µM | 0.22% of 360,000 active | AID 624168;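 active = activation of at least 8% versus controls, or a plate z-score of at least 8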;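 also: Pro5 are CHO cells carrying HIG-tagged alpha-DG that lacks glycosylation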
# TWEAK Fn14 block – blocks TWEAK-Fn14 interaction in a reporter cell assay; TWEAK-stimulated Fn14 reporter cells, luciferase luminescence, 8 h; inhibition, % at 10 µM; 2% of 360,000 active; in the data active = inhibition above about 50%
# KKLEB cytotox – counter-screen for CF NF-kB inhibitors: cytotoxicity; KKLEB CF airway cells viability, ATPlite luminescence, overnight; active compounds read low; cells stimulated with P. aeruginosa culture filtrate; activity change (cytotoxicity), % at 5 µM; 0.36% of 360,000 active; AID 602141;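 active = corrected activity change at or below -50% at 5 µM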
# iPSC survival up – hiPSC single-cell survival enhancement; survival enhancement, % at 20 µM; ATPlite luminescence; 100% = ROCK inhibitor wells, 0% = DMSO; 0.044% of 360,000 active; in the data active = survival enhancement above about 18%;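 also: cells exposed to compounds for 16 hours before the ATP read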
# CF NFkB inh – cystic fibrosis NF-kB activation inhibition; KKLEB NF-kB-GFP reporter, PAF-induced, GFP fluorescence overnight; inhibition, % at 5 µM; 0.86% of 360,000 active;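 active = at least 50% inhibition at 5 µM, scaled per plate between neutral and stimulator controls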;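 also: PAF is a Pseudomonas aeruginosa culture filtrate used as stimulus; plate controls were PAF-stimulated DMSO wells for no effect and unstimulated DMSO wells for full effect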
# HIF-2a block – blocks HIF-2a reporter activity; inhibition, % at 18.8 µM; 0.72% of 360,000 active; 786-0 RCC cells HIF-2a reporter, luciferase luminescence, overnight;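 active = inhibition of the luminescence signal of 40% or more relative to plate controls, in a single-dose primary screen at 18.75 µM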
# Shn3 inh set2 – reduces Shn3 3'UTR luciferase signal in osteoblasts. 0.52% of 360,000 active. inhibition, % at 12.5 µM. Clone20 osteoblast Shn3 3'UTR firefly luciferase, 24 h;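 active = mean inhibition of at least 75% with every replicate also reaching 75%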;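 also: 0% = median of neutral control wells and 100% = pilot-screen positive control compound; some compounds past the cut are filed as inactive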
# NR2E3 ag-2 – agonists of human NR2E3 nuclear receptor; Q9Y5X4; CHO-S Gal4-NCOR/VP16-NR2E3 two-hybrid, luciferase; inhibition of corepressor binding, % at 3.98 µM; 0.35% of 360,000 active; AID 602229;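 active = inhibition above the mean of all tested compounds plus 3 SD, cut at about 70% in these data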;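 also: 0% = DMSO with NR2E3 transfected cells and 100% = cells lacking NR2E3 construct; higher means lower luciferase signal from less NR2E3 corepressor binding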
# MITF TRPM1 inh – inhibitors of MITF-driven TRPM1 promoter in melanoma cells | SK-MEL-5 TRPM1 promoter luciferase, 24 h | inhibition, % at 12.5 µM | 0.83% of 330,000 active | AID 488899;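 active = mean inhibition across replicates of 60% or more, whatever share of single replicates reaches that level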; also: values of inactives mirror those of a sister screen read the other way
# * marks the source's active call; other numbers are inactive results; · = not tested or not shown.
SMILES,Peg3 prom inh,NR2E3 ag-1,aDG glyco up,TWEAK Fn14 block,KKLEB cytotox,iPSC survival up,CF NFkB inh,HIF-2a block,Shn3 inh set2,NR2E3 ag-2,MITF TRPM1 inh
COc1ccc(CC(=O)OCC(=O)NC(=O)NC2CCCCC2)cc1,16,2,0.2,-6,-3,-0.3,3,5,8,2,6
COc1ccc(C(c2c(NC(=O)c3ccco3)sc(C)c2C)N2CCOCC2)cc1OC (centres undefined),4,0,-0.2,7,7,-0.1,-29,-1,13,-19,-2
CC(CCC(=O)NN)C1CCC2C3CCC4CC(O)CCC4(C)C3CCC12C (centres undefined),-19,·,0.0,-17,7,1.5,-26,5,23,6,9
O=C(NCCCn1ccnc1)c1ccc(N2CCCCCC2)c([N+](=O)[O-])c1,17,4,0.9,-7,-1,-2.4,3,4,12,-6,8
CC(C)N(Cc1ccccc1)C(=O)COC(=O)c1cc(S(=O)(=O)N(C)C)ccc1N1CCCC1,27,·,-0.5,9,-1,-1.4,-7,22,14,-2,6
Cc1ccc(C)c(S(=O)(=O)Nc2ccc3cn[nH]c3c2)c1,18,5,0.1,14,0,0.0,-4,18,-9,13,14
CC(C)/C=C1\CC/C(=C\c2cccnc2)C1=O,8,2,0.2,-8,13,-0.5,-30,3,1,-18,5
CC1(C)Cc2c(c(-c3ccccc3)nc(N3CCOCC3)c2C(N)=O)CO1,-5,-1,-0.1,-2,-2,-1.1,4,2,-8,-36,6
N#Cc1c(/N=C/c2cccnc2)sc2c1CCCC2,-6,1,-0.1,-4,5,-0.2,-6,-15,-2,9,·
CC/C(=N/Nc1ccc(Cl)cc1)c1cnnc(SC)n1,2,1,0.0,-35,7,1.4,-10,11,3,-27,-3
COc1ccc([C@H]2C[C@H](n3cc(-c4ccc(F)cc4)nn3)[C@@H](O)CN2C(=O)C2CCCCC2)cc1,21,·,-0.3,-24,2,-1.6,-8,22,-1,15,·
COc1ccc(-c2[nH]ncc2/C=N\NS(=O)(=O)c2ccccc2)cc1OC,13,-1,-0.2,-9,5,0.1,-6,2,7,-5,-1
COc1ccc(CNC(=S)N/N=C/c2ccncc2)cc1,1,-4,0.2,0,3,-2.0,-2,-2,-12,-25,-6
Fc1ccccc1N1CCN(CCCc2ccccc2)CC1,2,1,0.0,2,6,-0.5,-8,-15,8,-1,-8
O=C1COc2ccc(C(=O)CSc3nnc(NCc4ccccc4)s3)cc2N1,30,0,0.0,5,0,-0.5,-18,5,1,-11,-1
CC12CCC(=O)N1C(C(=O)NCCN1C(=O)S/C(=C\c3ccc(OC(F)F)cc3)C1=O)CS2 (centres undefined),7,3,0.1,-18,-7,2.5,10,-6,-6,20,5
O=C(O)CCc1nc2cc3ccccc3cc2[nH]1,6,2,-0.3,-2,-20,-1.3,0,11,-8,-3,8
CC(=O)Nc1cc(-c2cccc(F)c2)cn2c(-c3ccc(F)cc3)cnc12,24,·,-0.1,-16,-8,0.4,-15,3,12,3,·
N#CCCN(C(=O)COC(=O)c1ccc(S(=O)(=O)N2CCCCCC2)cc1)c1ccccc1,16,-3,0.5,-4,-10,0.0,-9,6,-57,-7,1
Cn1c(=O)[nH]c(=O)c2c1nc(CN1CCOCC1)n2CCCc1ccccc1,5,4,-0.1,-6,21,-1.6,-45,9,5,-6,-10
COCCn1c(SCC(=O)Nc2nnc(C)s2)nnc1-c1cc2ccccc2cc1O,8,-2,-0.1,-1,8,-0.1,-4,12,6,-3,1
Cc1cc(C)cc(NC(=O)Nn2cnnc2)c1,16,·,0.0,13,-2,2.1,2,7,-12,3,-1
CC(Sc1nc2c(c(=O)[nH]1)CCCC2)C(=O)Nc1ccc(S(N)(=O)=O)cc1 (centres undefined),18,8,-0.1,12,1,-0.7,12,12,6,-24,6
COC(=O)c1ccccc1N1CCS(=O)(=O)CC1,6,4,-0.4,21,15,0.8,7,11,11,-5,16
O=C(O)CCC(=O)Nc1ccc(N2CCCCCC2)cc1,0,-8,0.0,25,-7,0.2,20,35,-1,-21,20

# Whole records as entered above:
# `CC(=O)Nc1cc(-c2cccc(F)c2)cn2c(-c3ccc(F)cc3)cnc12` across the screens: Peg3 prom inh = 24; NR2E3 ag-1 = ·; aDG glyco up = -0.1; TWEAK Fn14 block = -16; KKLEB cytotox = -8; iPSC survival up = 0.4; CF NFkB inh = -15; HIF-2a block = 3; Shn3 inh set2 = 12; NR2E3 ag-2 = 3; MITF TRPM1 inh = ·
# `CC(C)/C=C1\CC/C(=C\c2cccnc2)C1=O` across the screens: Peg3 prom inh = 8; NR2E3 ag-1 = 2; aDG glyco up = 0.2; TWEAK Fn14 block = -8; KKLEB cytotox = 13; iPSC survival up = -0.5; CF NFkB inh = -30; HIF-2a block = 3; Shn3 inh set2 = 1; NR2E3 ag-2 = -18; MITF TRPM1 inh = 5

# The results go on.
SMILES,Peg3 prom inh,NR2E3 ag-1,aDG glyco up,TWEAK Fn14 block,KKLEB cytotox,iPSC survival up,CF NFkB inh,HIF-2a block,Shn3 inh set2,NR2E3 ag-2,MITF TRPM1 inh
CCCn1c(SCc2nc(-c3cccs3)no2)nnc1-c1ccncc1,-7,-1,0.3,1,-11,-1.6,-5,8,18,-1,-4
CCOc1ccc(CC(=O)Nc2c3c(nn2C(C)(C)C)CS(=O)(=O)C3)cc1,0,-1,0.3,-3,16,0.3,-20,17,3,-20,-4
O=C(O)[C@H](Cc1ccccc1)NC(=O)N1CCCCCC1,2,2,0.1,5,-4,1.4,11,13,11,-8,-20
CC(=O)NCCNc1nc2cc(-c3ccc(Cl)cc3C)sc2c(=O)n1C,-19,·,0.2,7,3,2.5,-10,-24,0,-35,·
CCC(=O)Nc1c(S(=O)(=O)c2ccccc2)c2nc3ccccc3nc2n1C(C)c1ccccc1 (centres undefined),36,1,-0.3,50*,5,2.0,-10,27,12,-3,-3
CC(=O)Nc1nc(=O)c2ccccc2s1,-13,1,0.3,-28,-5,0.5,-4,-7,5,29,2
COCCn1c(=S)[nH]c2cc(C(=O)NC(C)C)ccc2c1=O,17,-1,-0.2,3,7,0.1,4,20,-7,-2,-2
O=C(CSc1nnnn1C1CC1)N1CCN(c2ccccc2F)CC1,-8,3,-0.2,-1,-3,4.0,-6,-3,-1,4,-8
CC(C)c1ccccc1OCCNC(=O)c1cccnc1,-3,3,0.5,-1,-3,-2.1,9,3,14,-10,-3
O=C(OCC(=O)c1ccc[nH]1)c1ccc2ccccc2n1,8,4,0.1,-10,3,0.6,-4,0,7,-2,6
CCOC(=O)CN1C(=O)N[C@@H](CCc2ccccc2)[C@H](C(C)=O)[C@H]1C,2,1,0.1,-3,7,0.8,9,14,-2,30,-4
CC(O)[C@H]1CN=C(N)N1CCCCC1CCCCC1 (some centres undefined),7,2,0.0,-14,11,-2.3,-11,8,0,9,12
O=C(c1ccc(F)cc1)N1CCC(C(=O)N2CCCc3ccccc32)CC1,7,·,-0.2,2,8,2.8,9,10,-7,16,·
COC(=O)c1ccccc1NC(=O)C1CCN(S(=O)(=O)c2cc(C)ccc2OC)CC1,31,1,0.2,-12,-6,-0.2,13,17,-3,-7,-6
CN(c1ccccc1)S(=O)(=O)c1ccc(Cl)c(C(=O)NCCc2c[nH]c3ccccc23)c1,16,0,0.0,17,-8,-0.6,8,27,11,-8,9
CCCC(C(=O)NCC1CCCO1)N(Cc1ccccc1)C(=O)CNS(=O)(=O)c1ccccc1 (centres undefined),-1,0,-0.1,1,-5,0.2,7,3,-8,-23,12
CCCc1[nH]nc2c1C(c1cccnc1)C(C#N)=C(N)O2 (centres undefined),-9,-2,-0.4,-18,-12,4.5,3,16,-18,-14,10
NC(Cc1ccc(C(F)(F)F)cc1)c1csc(Nc2ccc(C(=O)NCc3ccco3)cn2)n1 (centres undefined),86*,·,0.4,-13,-3,-1.5,1,-10,-21,-15,·
Cc1ccc(OCC(=O)Nc2ccc(O)c(-c3nc4ccccc4o3)c2)cc1,52*,2,-0.3,-45,-61*,1.0,70*,5,34,-13,42
CCCNC(=O)Nc1ccc2c(c1)nc(C)n2C,-61,0,-0.1,-29,9,-1.3,2,-102,-19,5,-33
O=C(CCc1ccccc1)NC(=S)Nc1cccc(Br)c1,3,-2,-0.1,7,-10,-2.2,10,-39,12,-13,-2
O=C(NCC1COc2ccccc2O1)c1cccc(S(=O)(=O)N2CCOCC2)c1 (centres undefined),9,1,0.0,-9,-1,-0.4,3,15,22,8,-1
CC(C)CC1NC(=O)N(CC(=O)N2CCN(S(=O)(=O)c3ccccc3)CC2)C1=O (centres undefined),13,-4,0.0,4,-14,2.9,-11,10,14,-9,-9
Cc1[nH]c(=O)[nH]c(=O)c1NC(=O)c1ccccc1[N+](=O)[O-],-1,·,0.0,0,-5,0.0,12,14,-10,-3,·
CS(=O)(=O)N1CCC(C(=O)Nc2cc(Cl)c(Cl)cc2Cl)CC1,-4,0,0.0,10,0,0.5,-4,17,23,8,8
Cc1cc(=O)[nH]c2c(C)cc(S(=O)(=O)Nc3ccc(O)cc3)cc12,9,0,-0.2,8,6,-0.4,-17,9,-2,-26,13
CC1Cc2ccccc2N1C(=S)NC(=O)c1ccc(Cl)cc1Cl (centres undefined),-1,2,-0.1,3,-3,-1.1,-2,6,-13,78*,12

# Of the compounds above, seven have fluorine.
SMILES,Peg3 prom inh,NR2E3 ag-1,aDG glyco up,TWEAK Fn14 block,KKLEB cytotox,iPSC survival up,CF NFkB inh,HIF-2a block,Shn3 inh set2,NR2E3 ag-2,MITF TRPM1 inh
COc1ccc([C@H]2C[C@H](n3cc(-c4ccc(F)cc4)nn3)[C@@H](O)CN2C(=O)C2CCCCC2)cc1,21,·,-0.3,-24,2,-1.6,-8,22,-1,15,·
Fc1ccccc1N1CCN(CCCc2ccccc2)CC1,2,1,0.0,2,6,-0.5,-8,-15,8,-1,-8
CC12CCC(=O)N1C(C(=O)NCCN1C(=O)S/C(=C\c3ccc(OC(F)F)cc3)C1=O)CS2 (centres undefined),7,3,0.1,-18,-7,2.5,10,-6,-6,20,5
CC(=O)Nc1cc(-c2cccc(F)c2)cn2c(-c3ccc(F)cc3)cnc12,24,·,-0.1,-16,-8,0.4,-15,3,12,3,·
O=C(CSc1nnnn1C1CC1)N1CCN(c2ccccc2F)CC1,-8,3,-0.2,-1,-3,4.0,-6,-3,-1,4,-8
O=C(c1ccc(F)cc1)N1CCC(C(=O)N2CCCc3ccccc32)CC1,7,·,-0.2,2,8,2.8,9,10,-7,16,·
NC(Cc1ccc(C(F)(F)F)cc1)c1csc(Nc2ccc(C(=O)NCc3ccco3)cn2)n1 (centres undefined),86*,·,0.4,-13,-3,-1.5,1,-10,-21,-15,·
